Screening data as filed in PubChem BioAssay.
MsrA inh = inhibitors of bovine MsrA. AID 651718. purified bovine MsrA, absorbance read-out. 360,000 tested, 0.75% active. inhibition, % at 15.5 µM; in the data active = inhibition above about 4.5%;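 note: 0% = vehicle wells with enzyme and 100% = reference inhibitor wells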
Rin1-Abl PPI inh = blocks binding of human Rin1 to Abl; P00519+Q13671; TR-FRET Rin1/Abl binding, biochemical; inhibition, % at 7.35 µM; 360,000 tested, 0.4% active; AID 588664; in the data active = inhibition above about 5%, passing the limit was not always enough
NRP1-CendR mod = modulators of CendR peptide binding to human neuropilin-1; FAM-RPARPAR peptide binding to NRP-1, fluorescence polarization; 360,000 tested, 0.85% active; inhibition, % at 25 µM; O14786; AID 602438;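 active = inhibition or corrected inhibition above about 18%, plus a signal ratio from 0.5 to 1.5, limit read from the data, passing the limit was not always enough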; note: strong numbers were not always called active
MT1-MMP act inh = blocks activation of human MT1-MMP; HT1080 RFP-PRO-GFP cells, GFP/RFP ratio fluorescence, overnight; percent of plate control window, DMSO zero; P50281; GFP/RFP ratio change, % at 20 µM; 360,000 tested, 0.061% active;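 active = GFP/RFP ratio change of at least 30% with cell ATP level not reduced by more than half and red fluorescence within 50% of control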; note: strong numbers were not always called active
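Test system: HT1080 RFP-PRO-GFP cells; Benchmarks: DMSO and RFP-L50D-GFP cell wells; Timing: cells overnight before dosing, compound overnight, 37 °C, 5% CO2; Compound: one 20 µM compound dose with 1% DMSO; Read-out: GFP/RFP fluorescence ratio.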
SKN-1 inh = C. elegans SKN-1 inhibition; AID 624304; C. elegans VP596 Pgst-4::GFP/RFP ratio, acrylamide-induced, 24 h; 360,000 tested, 0.49% active; inhibition, % at 21.8 µM;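 active = interference check ratio from 0.5 to 1.5 plus GFP to RFP signal ratio inhibition reaching or exceeding a fixed threshold, cut at about 30% in these data, passing the limit was not always enough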; note: some compounds called inactive have numbers as strong as hits
eLon inh = inhibitors of E. coli Lon protease. 360,000 tested, 0.42% active. purified E. coli Lon protease, fluorescence polarization. inhibition, % at 7.94 µM. AID 602123; in the data active = inhibition above about 13%, passing the limit was not always enough;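 note: 0% = enzyme with probe and DMSO and 100% = no enzyme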
Neddylation inh = blocks human cullin neddylation | AID 651699 | 360,000 tested, 0.58% active | P61081+Q13564 | calls only at 25 µM | TR-FRET cullin neddylation, biochemical; in the data active = inhibition above about 36%
Target sequence (P61081 whole entry, looked up): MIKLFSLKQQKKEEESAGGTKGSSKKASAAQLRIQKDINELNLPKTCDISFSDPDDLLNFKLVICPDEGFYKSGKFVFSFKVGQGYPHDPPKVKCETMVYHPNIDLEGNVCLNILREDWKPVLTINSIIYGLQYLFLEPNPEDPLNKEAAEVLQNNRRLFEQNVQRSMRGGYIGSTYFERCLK
Target sequence (Q13564 whole entry, looked up): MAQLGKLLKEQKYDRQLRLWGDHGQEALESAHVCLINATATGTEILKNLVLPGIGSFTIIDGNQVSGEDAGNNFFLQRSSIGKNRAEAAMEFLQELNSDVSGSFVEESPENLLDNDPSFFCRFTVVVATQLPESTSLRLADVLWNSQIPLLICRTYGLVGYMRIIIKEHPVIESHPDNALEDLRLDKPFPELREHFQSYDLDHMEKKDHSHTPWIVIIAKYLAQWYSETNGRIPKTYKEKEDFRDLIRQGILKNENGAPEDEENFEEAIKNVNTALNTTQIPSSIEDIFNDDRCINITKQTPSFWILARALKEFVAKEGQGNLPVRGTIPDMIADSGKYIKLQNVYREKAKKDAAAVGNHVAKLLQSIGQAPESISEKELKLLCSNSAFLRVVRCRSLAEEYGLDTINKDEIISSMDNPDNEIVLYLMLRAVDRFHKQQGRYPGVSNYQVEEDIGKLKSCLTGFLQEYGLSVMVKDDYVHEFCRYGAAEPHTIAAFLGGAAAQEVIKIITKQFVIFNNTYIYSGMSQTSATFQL
FAS-TE inh = blocks the thioesterase domain of human fatty acid synthase | P49327 | 360,000 tested, 0.67% active | inhibition, % at 15 µM | recombinant FAS-TE, OMFH fluorogenic substrate, fluorescence endpoint;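 active = compounds whose normalised, plate-corrected inhibition of enzyme fluorescence in the single-dose primary screen is 50% or more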;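 note: 0% = DMSO with enzyme and 100% = substrate without enzyme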
MsrA act = activates bovine MsrA enzyme; purified bovine MsrA, absorbance read-out; activation, % at 10.6 µM; 360,000 tested, 0.3% active; in the data active = activation above about 7.5%;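 note: 0% = vehicle and 100% = reference activator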
The depositor's hits bear a star; i = inactive; . = no result given.

Values in the order: NRP1-CendR mod	MT1-MMP act inh	FAS-TE inh	eLon inh	Neddylation inh	Rin1-Abl PPI inh	SKN-1 inh	MsrA act	MsrA inh
Cc1ccc(S(=O)(=O)N/N=C/c2c(F)cccc2Cl)cc1
    -8	-2	-8	-10	i	-1	1	2	1.2
Nc1cccc(-c2nnc3n2CCCCC3)c1
    4	3	-5	6	i	3	4	-4	0.4
CCOC(=O)Cn1c(-c2cccnc2Cl)nc2cc(Cl)c(Cl)cc21
    0	8	18	1	i	-2	8	-1	1.0
COC(=O)c1c(-c2c(Cl)cccc2Cl)noc1C(=O)NNC(=O)N(C)C
    2	2	-8	0	i	-3	7	-2	1.4
Cc1nc(-c2ccc(F)cc2)c(CC(=O)N(C)CC(=O)Nc2c(C)cccc2C)s1
    -12	0	-4	-5	i	3	-21	-5	-0.4
Cc1ccc(OC(C)C(=O)N(C)c2ccccc2)c([N+](=O)[O-])n1 (stereo not drawn)
    -6	0	-4	-8	i	3	20	-4	0.5
COc1ccc(/C=N/NC(=S)Nc2cccc(C(=O)O)c2)cc1OC
    2	-3	-6	0	i	-2	-2	-3	7.6*
CN1CCN(C(=O)c2ccc(CSc3nc4ccncc4n3Cc3ccc(F)cc3)cc2)CC1
    7	-3	0	-3	i	-4	-6	-2	0.9
CCC(C)N1CCN(S(=O)(=O)Cc2ccccc2)CC1 (stereo not drawn)
    5	-1	-3	0	i	0	-2	-12	0.9
CCC(=O)Nc1cc(=O)[nH]c2ncnn12
    10	1	-7	-4	i	3	10	-7	0.3
C=CC(=O)N1CCCC(Nc2nc(Nc3ccc(N(C)C(=O)CC)cc3C)nc3nc[nH]c23)C1 (stereo not drawn)
    -5	0	-11	4	i	2	17	-1	-1.4
Cc1ccc(C2CCN(C(=S)NC(C)C)C2)cc1 (stereo not drawn)
    -9	2	-1	-12	i	-3	-10	1	0.7
CCC1CCCCN1CCCNC(=O)CC1Oc2ccccc2NC1=O (stereo not drawn)
    2	-2	-5	-4	i	3	-4	-3	-0.7
COCCCNCC(O)C(F)(F)F (stereo not drawn)
    8	3	-3	-5	i	-2	-1	-3	-0.9
CC(C)n1c(=O)c2ccccc2n1Cc1cn(CCc2c[nH]c3ccccc23)nn1
    1	6	-7	-14	i	2	1	-2	-0.2
Cc1cc2cc(CN(CCCN3CCOCC3)C(=O)NC3CCCCC3)c(=O)[nH]c2cc1C
    -14	-1	-1	-8	i	-2	8	-3	0.9
Cn1nnnc1Sc1ncnc2scc(-c3ccc([N+](=O)[O-])cc3)c12
    -1	-1	13	-4	i	2	9	-5	0.6
COc1cccc(CSc2nnc(-c3ccncc3)n2N)c1
    1	-2	-3	-14	i	2	-31	-3	-0.5
Cc1nc(C)c(-c2csc(NCc3ccco3)n2)s1
    -6	3	-3	-7	i	0	12	-3	-1.1
Cc1cccc(Cn2c(N3CCCCC3C)nc3c2c(=O)[nH]c(=O)n3C)c1 (stereo not drawn)
    5	-5	4	5	i	-3	11	1	0.7
O=C(CCNS(=O)(=O)c1c(Cl)cccc1Cl)N1CCCC1
    -1	1	-9	-10	i	4	-4	-7	1.2
CCn1c(CNc2nc(-c3ccccc3)cs2)nnc1SCC(=O)NCc1ccccc1
    15	-4	9	5	i	-2	-17	-2	1.1
COc1cc(C(=O)C(=O)N2CCN(c3ccc(C)cc3)CC2)cc2ccccc12
    14	-3	.	.	i	.	11	.	1.2
O=C(NC(=S)N1CCc2ccccc21)c1ccccc1
    -5	6	-3	-2	i	1	-8	-4	3.2
Cc1ccccc1C(=O)Nc1ccc2c(c1)OCO2
    -2	5	-5	-10	i	0	5	0	-0.2
O=C(CSc1ncn[nH]1)Nc1ccc(Br)cc1Br
    0	-1	-54	0	i	2	-4	-9	0.4
Cc1ccc(O)c(NC(=O)c2ccc3c(c2)C(=O)N(CC(C)C)C3=O)c1
    -5	4	-8	-3	i	-2	-20	-1	0.5
COCCCNC(=O)COC(=O)c1ccc(-c2nc3ccccc3s2)s1
    1	0	-2	-1	.	3	0	-3	0.8
O=C(Nc1ccc(S(=O)(=O)N2CCCC2)cc1Cl)C1=COCCO1
    -14	1	-5	-4	i	1	9	-3	-0.5
Cc1ccc(C(=O)N2CCN(S(=O)(=O)c3ccc(C)c([N+](=O)[O-])c3)C2)cc1
    5	-6	7	-4	i	-1	3	1	1.7

Next section; the last 2 above are carried over.
Values in the order: NRP1-CendR mod	MT1-MMP act inh	FAS-TE inh	eLon inh	Neddylation inh	Rin1-Abl PPI inh	SKN-1 inh	MsrA act	MsrA inh
O=C(Nc1ccc(S(=O)(=O)N2CCCC2)cc1Cl)C1=COCCO1
    -14	1	-5	-4	i	1	9	-3	-0.5
Cc1ccc(C(=O)N2CCN(S(=O)(=O)c3ccc(C)c([N+](=O)[O-])c3)C2)cc1
    5	-6	7	-4	i	-1	3	1	1.7
COc1ccc(C2=NN(C(=O)c3cccs3)C(c3ccc(OC)cc3)C2)cc1 (stereo not drawn)
    7	-3	28	-1	i	2	-2	-3	1.5
OCC[C@H]1C[C@H](O)[C@@H](O)[C@@]2(CCc3ccccc3CO2)O1
    -2	7	-16	-3	i	-2	-1	-3	0.0
NNC(=O)COc1ccc(C2SCCS2)cc1
    0	0	-2	7	i	4	-13	-13	-0.3
Cc1ccc(C(=O)OCC(=O)NC(C)C2CC3CCC2C3)cc1N (stereo not drawn)
    4	4	0	-6	i	2	9	-3	0.3
CNc1c(-n2cc(C(=O)OC)c(C(=O)OC)c2C(=O)OC)c(=O)n(C)c(=O)n1C
    8	-3	1	9	i	-1	1	-6	1.1
CCc1nc2ccc(C(=O)NCCc3c[nH]c4ccccc34)cn2c1N(C=O)CCC(C)C
    -8	-3	6	-1	i	0	6	-1	0.6
CCCCNC(=O)C1(C)CCN1Cc1cccc2c(OC)cc(C(=O)OCC)cc12 (stereo not drawn)
    1	-7	11	-5	i	4	-3	-3	1.6
O=C(CSc1ncn[nH]1)Nc1ccccc1Sc1ccc(Cl)cc1
    0	1	-224	-2	i	3	9	0	0.3
COc1ccccc1-n1cc(C(=O)NCC(=O)N2CCN(c3ccccn3)CC2)c2ccccc2c1=O
    16	0	-5	2	i	3	2	2	-0.1
CC(=O)Nc1ccc(S(=O)(=O)NCc2ccc(C)cc2)cc1
    9	-1	-1	5	i	3	-12	-2	-0.1
CCOC(=O)c1cnn2c(C)cc(-c3ccccc3)nc12
    -3	2	-8	-5	.	3	11	1	0.8
COC(=O)c1ccccc1NC(=O)Nc1cnccn1
    1	6	-7	9	i	0	2	1	-0.6
Cc1ccc(C(c2ccc(C)c(C)c2)C(O)C2OC(=O)C(O)C2O)cc1C (stereo not drawn)
    3	.	-2	-8	i	3	-1	1	0.4
COc1cccc(C(=O)Nc2cccc(NC(=O)c3cccs3)c2)c1
    -2	5	6	-4	i	-3	12	-2	2.3
Cc1nnc(NC(=O)C23CC4CC(CC(C4)C2)C3)s1
    -6	0	-2	-6	i	1	15	-2	-0.8
C[C@]12CC[C@H](O)CC1=C[C@H](O)C1C2CC[C@@]2(C)C1CC[C@@]2(O)C#Cc1ccc(CN)cc1 (stereo partly drawn)
    -7	-3	-3	0	i	10	8	0	-0.2
COc1ccc(CCN2CC(C(=O)NCc3cccc(F)c3)CCC2=O)cc1 (stereo not drawn)
    9	1	-8	0	i	-1	-9	-2	-0.1
CC1=CC(C)(C)N(C(=O)CSc2nnc(N)s2)c2cc(C)c(C)cc21
    -1	2	1	-1	i	-5	0	-1	1.5
Cc1nc2c(C#N)cnn2c2c1CCN(Cc1ccccc1)N2C
    5	-11	3	-24	i	-4	-6	-1	1.7
O=C(O)c1cc(S(=O)(=O)Nc2ccc3cn[nH]c3c2)ccc1O
    -4	-1	-4	0	i	1	12	-2	-0.4
Cc1ccc(NC(=O)COC(=O)C2CCN(c3ccc(C(F)(F)F)cn3)CC2)cc1
    7	2	43	11	i	1	16	-1	-0.8
Cc1ccc(C)c(OCCC(=O)OCc2csc(CC(=O)Nc3ccccc3C)n2)c1
    3	-2	16	4	i	1	-7	-2	-1.2
O=C(NC1CCCC1)c1cc(-c2ccc(Cl)cc2Cl)on1
    0	0	0	-6	i	4	1	-2	-1.0
N#Cc1ccccc1OCC(=O)NNC(=O)CCC1CCCC1
    -3	1	3	-13	i	3	2	-1	1.3
Cc1nn(Cc2cccc(F)c2)c(C)c1NC(=O)c1ccc(COc2ccccc2Cl)cc1
    -1	-18	23	-3	i	1	8	-4	-0.2
C(=C\c1ccccc1)/CN1CCN(C(CCc2ccccc2)c2nnnn2C2CCCC2)CC1 (stereo not drawn)
    -4	-2	13	0	i	6	9	0	0.2
O=C(c1cc[n+]([O-])cc1)N1CCCC(N2CCN(c3cccc(C(F)(F)F)c3)CC2)C1 (stereo not drawn)
    10	-1	-3	-15	i	0	22	-2	0.3
CNc1ncc(C(=O)c2ccc(Cl)cc2)s1
    -15	6	-8	-2	i	-49	25	-6	2.0
CCn1c(SCC(=O)Nc2ccc(C(C)=O)cc2)nc2nc3c(cc2c1=O)COC(C)(C)C3
    -3	2	-8	-4	i	-4	0	-1	-0.8
CCN(CC)C(=O)C1CCCN(Cc2ccccc2F)C1 (stereo not drawn)
    -7	1	-7	-4	i	4	12	-3	1.1

Later entries.
Values in the order: NRP1-CendR mod	MT1-MMP act inh	FAS-TE inh	eLon inh	Neddylation inh	Rin1-Abl PPI inh	SKN-1 inh	MsrA act	MsrA inh
CCc1ccc(/C=C2\SC(=S)N(CCCC(=O)Nc3ccccn3)C2=O)cc1
    -47	-6	3	-3	i	1	47*	1	0.0
CC1(C)CC(=O)C2=C(C1)OC(N)=C(C#N)[C@@H]2c1ccccc1[N+](=O)[O-]
    48	-54	-8	53*	.	-4	5	-3	0.7
C[C@H](CO)N1C[C@H](C)[C@@H](CN(C)C(=O)Nc2ccc(C(F)(F)F)cc2)Oc2ccc(NC(=O)C3CC3)cc2C1=O
    -17	4	-6	10	i	1	-3	-2	1.0
CCc1ccc(NC(=O)Nc2ccon2)cc1
    8	7	-4	-13	i	1	4	-5	-0.3
CC1=C(C(=O)Nc2ccccc2)C(c2ccco2)NC(=S)N1 (stereo not drawn)
    -9	-1	-6	-15	i	-2	-6	-4	1.2
CN(c1nc2c(c(=O)n(C)c(=O)n2C)n1CC(=O)c1ccccc1)C1CCCCC1
    9	-2	6	2	i	-2	-1	-5	0.5
